Screening results deposited in PubChem BioAssay by National Center for Advancing Translational Sciences (NCATS).
S3 lipid droplet = qHTS Assay for Lipid Storage Modulators in Drosophila S3 Cells. Drosophila S3 cells, BODIPY lipid droplet fluorescence, 18-24 h; cells fed with added oleic acid. Potency in µM for hits, for the others lipid storage change, negative = inhibition, % at the top dose, mostly 46.1 µM. 0.64% of 320,000 active. AID 2685; active means well fitted inhibition curve with a large enough effect in the signal ratio, with a control signal flat, not every such curve was filed as active; inconclusive means small, poorly fitted or top-dose-only effect, or effect the other way, or a change in a side signal; the % refers to the signal ratio
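Laser-scanning cytometry quantifies lipid droplet accumulation (500–530 nm total intensity; droplet/cell object ratio) in oleic acid-fed (400 uM added) Drosophila S3 cells treated with a concentration series. 20 uM Triacsin C defined 100% inhibition.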
S3 lipid droplet cell count max = second read-out of S3 lipid droplet, no call of its own (marks repeat the call); cell number change, %; measured here: cell count max response;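 cells counted by Cell Tracker Red CMTPX staining in the red channel; peak over a dose series mostly up to 46.1 µM; percent activity relative to internal control wells on each plate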
An asterisk follows results filed as active; i = inactive; ? = inconclusive; . = not tested or not shown. On the % scale 0 is the no-effect control and ±100 the full control effect; potency means the concentration at half of the fitted maximal effect.

| SMILES | S3 lipid droplet | S3 lipid droplet cell count max |
| --- | --- | --- |
| CC1C(=O)N(Cc2cccc(F)c2)c2ccccc2N1C(=O)c1ccccc1 (stereo not drawn) | ? | . |
| CC(C)N1C(=O)S/C(=C/c2cccnc2)C1=O | -20% | 16 |
| CC(=O)c1c(O)c2ccccc2n(C2CCCCC2)c1=O | 1% | -1 |
| CCOCc1cc(CN2CCCC(CNC(=O)c3ccco3)C2)ccc1OC (stereo not drawn) | ? | . |
| C#CCOCCOCCOCCNc1nc(N2CCN(C(=O)CCCCCCCCCCNC(=O)Cn3cc(CCCCCN)nn3)CC2)nc(N2CCN(C(=O)CCCCCCCCCCNC(=O)[C@H]([C@@H](C)CC)n3cc(CCCCN=C(N)N)nn3)CC2)n1 | ? | . |
| COc1ccc(C(C(=O)NC2CCCCC2)N(C(=O)CCl)c2ccc(C)cc2)cc1 (stereo not drawn) | -1% | 14 |
| CCc1ccc(NC(=O)Cn2cc([N+](=O)[O-])nc2C)cc1 | 12% | -1 |
| Cc1ccc(S(=O)(=O)NNC(=O)c2cnn(-c3ccccc3)c2C(F)(F)F)cc1 | 16% | 11 |
| COc1cc(-c2nc(-c3ccc4c(c3)-c3ccccc3S4(=O)=O)c(-c3ccccc3)[nH]2)cc(OC)c1O | ? | . |
| Cc1ccc(Cn2cnc3c(nnn3Cc3ccc(Cl)cc3)c2=O)cc1 | 13% | . |
| C#CCOCCOCCOCCNc1nc(N2CCN(C(=O)[C@H]([C@@H](C)CC)n3cc(CCC(=O)O)nn3)CC2)nc(N2CCN(C(=O)[C@H](C)n3cc(CCCN=C(N)N)nn3)CC2)n1 | ? | . |
| CCOc1ccc(NC(=S)NC(=O)c2cnn(CC)c2)c([N+](=O)[O-])c1 | ? | . |
| CCN(CCNC(=O)CN(C)S(=O)(=O)c1cccc2nsnc12)c1ccccc1 | ? | . |
| COc1ccc(CNC(=O)CCc2nc3cc(S(=O)(=O)N(C)C)ccc3n2C)cc1OC | ? | . |
| CC(C)(C)c1ccc(OC(=O)c2ccc(-n3cncn3)nc2)cc1 | ? | . |
| O=C(NCc1ccco1)c1cccc(Br)c1 | ? | . |
| Cc1ccc(NC(=O)Nc2cccc([N+](=O)[O-])c2)nc1 | -11% | -8 |
| COc1ccc(C2C(C(=O)c3cc4cccc(OC)c4o3)=C(O)C(=O)N2CCCN(C)C)cc1OC (stereo not drawn) | ? | . |
| Clc1ccc(NCc2cccnc2)cc1 | ? | . |
| CC(CCc1ccccc1)NS(=O)(=O)c1ccccc1 (stereo not drawn) | ? | . |
| O=C(/C=C/c1ccc(Br)o1)NCCCN1CCOCC1 | ? | . |
| CC(C)Cn1c(-c2ccccc2)nc(=S)c2c1CCCC2 | ? | . |
| CCC1(C)Cc2c(sc3nnn(CC(=O)Nc4cccc5ccccc45)c(=O)c23)CO1 (stereo not drawn) | ? | . |
| O=C(Cn1nnc(-c2ccccc2)n1)NNC(=O)c1ccccc1 | ? | . |
| CC1Cc2ccccc2N1C(=O)CN(C)CC(=O)Nc1ccc(F)cc1 (stereo not drawn) | ? | . |
| COc1ccc(NC(=S)Nc2cc(C(F)(F)F)ccc2F)cc1 | 9% | 0 |
| O=C(Cn1cc2c(n1)CCCC2)NCC1CCCO1 (stereo not drawn) | ? | . |
| CCOc1ccc(S(=O)(=O)N2CCN(C(=O)c3cc(S(=O)(=O)N4CCOCC4)ccc3C)CC2)cc1 | ? | . |
| CC1=C(C(=O)NC(C)CCc2ccccc2)C2(CCC(C)CC2)OC1=O (stereo not drawn) | 9% | 6 |
| O=C(CCS(=O)(=O)c1cccc2nsnc12)NCc1ccccc1 | 8% | 7 |

Other records follow.
| SMILES | S3 lipid droplet | S3 lipid droplet cell count max |
| --- | --- | --- |
| COCCNC(=O)c1onc(CSc2cccc(Cl)c2)c1C(=O)O | i | -9 |
| CC(=O)c1cccc(NC(=O)c2ccc3c(=O)n4c(nc3c2)CCCCC4)c1 | 9% | 6 |
| CCCCOc1ccc(C(=O)Nc2cccc(-n3cnnn3)c2)cc1OC | ? | . |
| Cc1cc(NC(=O)CSc2nc(-c3ccco3)cc(C(F)(F)F)n2)no1 | ? | . |
| Cc1c(Cc2ccccc2)c(=O)oc2cc(OCc3nn[nH]n3)ccc12 | ? | . |
| CCOC(=O)c1ccc(NC(=O)Nc2cccc(C)n2)cc1 | ? | . |
| COC(=O)CC/C(=N/Nc1ccc(Cl)c(Cl)c1)C(=O)OC | -6% | . |
| Oc1ccc(Br)cc1-c1ccn[nH]1 | 17% | 7 |
| CCOC(=O)C(=O)C1=C(N2CCOCC2)/C(=C\c2ccc(F)cc2)CC1 | ? | . |
| COc1cc(/C=N/NC(=O)CCN2CCCCC2)ccc1O | ? | . |
| CCc1nnc(NC(=O)CSc2nnc(CNc3ccc(F)cc3)n2C2CCCCC2)s1 | ? | . |
| Fc1cccc(Cl)c1CSc1ccc(-c2cccnc2)nn1 | 6% | 18 |
| COc1ccc(Cl)cc1S(=O)(=O)N1CCCC(C(=O)NCc2ccccc2)C1 (stereo not drawn) | ? | . |
| CCCCCCCCCn1c2c(c(=N)c3c1CCC3)CCCC2 | ? | . |
| COc1ccc(S(=O)(=O)N2CCN(CC(=O)NCCc3cccs3)CC2)cc1 | 2% | -25 |
| COc1ccc(NC(=O)COC(=O)C2CCC(C(C)(C)C)CC2)c([N+](=O)[O-])c1 (stereo not drawn) | -12% | -17 |
| COc1ccc(NC(=S)N(CCCN2CCCC2)Cc2cccn2Cc2ccc(Cl)cc2)cc1Cl | -4% | -16 |
| CCC(=O)Nc1ccc(NC(=S)NC(=O)/C=C/c2ccccc2)cc1 | ? | . |
| Cc1cc(NC(=O)c2nn3cccnc3c2Cl)no1 | ? | . |
| Cc1cccc(OCc2nnc(NC(=O)c3cccs3)s2)c1 | ? | . |
| O=C(/C=C/c1ccc2c(c1)OCO2)NCc1cn2cc(Cl)ccc2n1 | ? | . |
| Cc1ccc(NC(=O)CCNS(=O)(=O)c2cccc3nsnc23)cc1F | i | -2 |
| COc1cc2c(cc1OC)C(C)N(C(=O)c1c(-c3ccccc3)noc1C)CC2 (stereo not drawn) | 2% | 26 |
| Cn1c(=O)c2c(nc(CN3CCOCC3)n2CCCc2ccccc2)n(C)c1=O | 0% | -6 |
| COc1cc2[nH]c(=O)n(C3CCCCC3)c(=O)c2cc1OC | i | 14 |
| CC(=O)N(Cc1ccccc1)Cc1nc2sc(C)c(C)c2c(=O)[nH]1 | ? | . |
| CCCOc1ccc(/C=C/C(=O)OCC(=O)N(C)c2c(N)n(Cc3ccccc3)c(=O)[nH]c2=O)cc1OCC | ? | . |
| CC1=C/C(=N\OS(=O)(=O)c2ccccc2)C=CC1=O | ? | . |
| Cc1nn2c3c(cnc2c1-c1ccccc1)C(=O)CC(c1ccccc1)C3 (stereo not drawn) | 17% | 7 |
| COCCN1CCN(C(=O)C2CCC(=O)N(CCc3ccccc3)C2)CC1 (stereo not drawn) | ? | . |

(next part)
| SMILES | S3 lipid droplet | S3 lipid droplet cell count max |
| --- | --- | --- |
| O=C1C2C3C=CC(C3)C2C(=O)N1Cc1cccnc1 (stereo not drawn) | 17% | 7 |
| COC(=O)CCC(=O)Nc1ccc(OC)cc1 | i | . |
| CSc1ccc(-c2c(C#N)c(N)nc3c2c(C)nn3-c2ccccc2)cc1 | 11% | -16 |
| COC(=O)c1ccc2nc(-c3ccc(S(C)(=O)=O)cc3)cn2c1 | ? | . |
| [2H]c1c([2H])c([2H])c(C(=O)c2sc(N3CCCCCC3)nc2-c2ccccc2)c([2H])c1[2H] | 12% | 14 |
| O=C(NC1CC1)c1ccc(-c2nc3ccccc3s2)s1 | -17% | . |
| CC(=O)c1ccccc1NC(=O)CSCc1nc2sc(C)c(C)c2c(=O)[nH]1 | ? | . |
| CCCNC(=O)CSc1nnc(C)s1 | ? | . |
| CC1CCC2(CC1)NC(=O)N(CC(=O)Nc1cccnc1Cl)C2=O (stereo not drawn) | ? | . |
| CCOC(=O)C(C(=O)Nc1ccccc1)C1CCCCC1 (stereo not drawn) | ? | . |
| C=CCC1(CC=C)CCCN1C(=O)c1cc(COc2ccc(C)nc2)on1 | ? | . |
| CC(=O)Oc1ccccc1C1OCCN1C(C)=O (stereo not drawn) | 15% | -15 |
| COc1cc(OC)cc(C(=O)Nc2ccc(S(=O)(=O)Nc3nc(C)cc(C)n3)cc2)c1 | -6% | 0 |
| CC1Cc2ccccc2N1C(=O)CSc1nccc(=O)[nH]1 (stereo not drawn) | -3% | 9 |
| CCOc1ccc2ccccc2c1CNCCc1ccc(S(N)(=O)=O)cc1 | ? | . |
| Cc1ccc(-c2csc(N3CCN(c4cc5c(cc4Cl)nc(-c4ccncc4)n5CCN4CCCCC4)CC3)n2)cc1 | ? | . |
| Cc1cc(NC(=O)c2sccc2C)n(-c2nc3ccccc3[nH]2)n1 | i | . |
| CC(C)(C)SCCNS(=O)(=O)c1ccccc1 | -7% | 0 |
| CC1=NN(C(N)=S)C(=O)C1N=Nc1c(Cl)cc([N+](=O)[O-])cc1Cl (stereo not drawn) | -13% | -5 |
| CC12CCC(=O)N1C(C(=O)NCc1ccccc1F)CS2 (stereo not drawn) | ? | . |
| CCC(=O)Nc1nnc(CCc2ccccc2)s1 | 0% | -16 |
| CC1(C)Cc2c(sc3nc(SCC(=O)NCc4ccccc4)n(-c4ccccc4)c(=O)c23)CS1 | -9% | -3 |
| O=c1[nH]cc(F)c(=O)[nH]1 | -7% | 3 |
| CCOC(=O)CNC(=O)CSc1ncccc1-c1nc2ccccc2[nH]1 | -20% | . |
| CC(=O)Nc1ccc(S(=O)(=O)NCCC(=O)OCc2ccc([N+](=O)[O-])cc2)cc1 | ? | . |
| OCCOCCNc1ncnc2c1cnn2-c1ccccc1 | 4% | 4 |
| CC(Sc1nnc(COc2ccc(Cl)cc2)o1)C(=O)Nc1ccc(N2CCOCC2)cc1 (stereo not drawn) | ? | . |
| O=C(Nc1ccccc1F)c1ccc2c(c1)OCO2 | 4% | 3 |
| CC(OC(=O)c1ccc(S(=O)(=O)N(C)C)cc1)C(=O)Nc1ccc(Cl)cn1 (stereo not drawn) | -18% | 22 |
| O=C(CCCOc1ccccc1)Nc1cccc([N+](=O)[O-])c1 | 3% | 2 |

6 entries already listed, sorted by count of non-hydrogen atoms, descending.
| SMILES | S3 lipid droplet | S3 lipid droplet cell count max |
| --- | --- | --- |
| Cc1ccc(-c2csc(N3CCN(c4cc5c(cc4Cl)nc(-c4ccncc4)n5CCN4CCCCC4)CC3)n2)cc1 | ? | . |
| COC(=O)c1ccc2nc(-c3ccc(S(C)(=O)=O)cc3)cn2c1 | ? | . |
| CC12CCC(=O)N1C(C(=O)NCc1ccccc1F)CS2 (stereo not drawn) | ? | . |
| CC(C)(C)SCCNS(=O)(=O)c1ccccc1 | -7% | 0 |
| CCCNC(=O)CSc1nnc(C)s1 | ? | . |
| O=c1[nH]cc(F)c(=O)[nH]1 | -7% | 3 |

(next part)
| SMILES | S3 lipid droplet | S3 lipid droplet cell count max |
| --- | --- | --- |
| CCOC(=O)/C(C#N)=C\N(C)C | -8% | -1 |
| COc1ccc(C(=O)/C=C/c2ccccc2)c(O)c1 | ? | . |
| N#Cc1c(SCC(=O)Nc2nccs2)sc2c(O)cc(=O)[nH]c12 | i | . |
| O=C(O)CCC(=O)Nc1nc2nccc(-c3ccccc3)n2n1 | 0% | . |
| COc1ccc(NC(=O)CS(=O)CC(=O)Nc2ccc(-n3cnnn3)c(C)c2)cc1 (stereo not drawn) | ? | . |
| O=C(Cn1nc(C(=O)O)c2ccccc2c1=O)Nc1ccccc1C(F)(F)F | ? | . |
| O=C(CCN1C(=O)/C(=C/c2cccs2)SC1=S)NC1=NCCS1 | ? | . |
| Cc1[nH]n(-c2ccccc2)c(=O)c1N=Nc1cccc(S(=O)(=O)N2CCOCC2)c1 | -1% | -14 |
| Cc1ccc(S(=O)(=O)NCC(=O)N(CC(=O)NCC2CCCO2)Cc2ccccc2)cc1 (stereo not drawn) | ? | . |
| CCc1ccc(C(=O)Nc2ccc(OC)c(S(=O)(=O)N3CCOCC3)c2)cc1 | ? | . |
| Cc1ccc(-c2nnn(CC(=O)N(CCN3CCOCC3)C(C(=O)NC(C)(C)C)c3ccc(C)o3)n2)cc1 (stereo not drawn) | -11% | -14 |
| COc1cc(/C=C(/Sc2nnc(-c3ccc(F)cc3)o2)C(=O)O)ccc1OC(F)F | ? | . |
| Cc1ccccc1NC(=O)c1cccc2nccnc12 | ? | . |
| CCOc1ccc(C(c2c(NC(=O)c3ccccc3)sc(C)c2C)N2CCN(C)CC2)cc1 (stereo not drawn) | ? | . |
| Cc1cccc(C)c1NC(=S)N1CCC(N(C)CC2CCCO2)CC1 (stereo not drawn) | 21µM* | -14* |
| COC(=O)c1cccc(S(=O)(=O)N2CCCCC2)c1 | ? | . |
| COc1cccc(OC)c1C(=O)Nc1nnc(C(C)C)s1 | -6% | -12 |
| COc1ccc(CNC(=O)c2cnc3cc(C)ccn3c2=O)cc1 | i | . |
| CCOc1ccc(NC(=O)CSc2nc3ccccc3nc2N2CC(C)OC(C)C2)cc1 (stereo not drawn) | ? | . |
| COc1ccc2cc(C(c3nnnn3CCc3ccccc3)N3CCCC(C)C3)c(=O)[nH]c2c1 (stereo not drawn) | ? | . |
| O=C1c2ccccc2C(=O)N1OCc1ccccc1[N+](=O)[O-] | ? | . |
| CCN1CCS/C1=C/C=C/C1=[N+](CC)CCS1 | ? | . |
| COc1ccc(CN(C(=O)c2ccccc2OC)C2CCS(=O)(=O)C2)cc1 (stereo not drawn) | ? | . |
| COc1cc(C(=O)N2CCc3ccccc32)cc(OC)c1OC | -10% | 22 |

Some of the compounds tested, so the mix of outcomes need not match the whole.
